# Assay outcomes from PubChem.
# PI5P4Ka inh – blocks human PI5P4K alpha kinase activity | max response, % | PI5P4Kalpha enzyme, ADP-Glo luminescence, 60 min; hits give low values | 330,000 tested, 1.2% active | P48426; active means max response of -50% or lower; inconclusive means between -30% and -50%; inactive means -30% or higher; further: value at the top dose of about 77 µM; on the % scale 0 is the no-effect control and ±100 the full control effect
#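 Enzyme plus substrate dispensed, test compounds pinned in, then ATP (5 microM final) added. After 60 min at RT, ADP-Glo reagent 1 for 45 min and reagent 2 for 30 min preceded luminescence imaging.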
# GLP-1R agonist – GLP-1 receptor (human) agonism | P43220 | HEK293 GLP-1R CRE-luciferase, luminescence, 4-6 h; cells express a hypersensitive GLP-1R form | Potency, µM (top dose mostly 45.6 µM), for inactives: top-dose activation, hits mostly activators | 380,000 tested, 0.007% active | AID 624172; further: potency means the concentration at half of the fitted maximal effect; % of control where 0% means no effect
# DRD3 agonist – activates the human D3 dopamine receptor | P35462 | D3R DiscoveRx beta-arrestin cells, luminescence, 90 min | max activation, % | 410,000 tested, 0.58% active | AID 652048; in the data active means max activation above about 30%; further: 0% is about no effect; mostly tested at two doses, the higher about 12 µM
# Target sequence (P35462 whole entry, looked up): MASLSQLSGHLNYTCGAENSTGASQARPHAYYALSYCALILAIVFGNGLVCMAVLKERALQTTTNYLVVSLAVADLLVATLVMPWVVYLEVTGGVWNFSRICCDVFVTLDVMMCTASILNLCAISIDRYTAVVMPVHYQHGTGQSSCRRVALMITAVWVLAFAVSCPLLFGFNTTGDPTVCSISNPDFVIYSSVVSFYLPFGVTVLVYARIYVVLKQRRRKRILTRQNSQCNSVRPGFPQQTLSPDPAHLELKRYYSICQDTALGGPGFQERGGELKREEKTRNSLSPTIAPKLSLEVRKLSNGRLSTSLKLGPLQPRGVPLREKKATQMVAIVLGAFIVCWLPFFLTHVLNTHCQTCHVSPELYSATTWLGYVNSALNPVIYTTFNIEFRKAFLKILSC
#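 Agonist-mode cell screen: cells plated at 1500/well and incubated overnight at 37 °C, then exposed to library compounds for 90 min at 37 °C. Detection reagent was added for 30–60 min at room temperature, and luminescence was read.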
# D3 antag – blocks the human D3 dopamine receptor; P35462; D3R cells, DiscoveRx beta-arrestin luminescence, antagonist mode; hits give low values; max response, negative = inhibition, %; 360,000 tested, 2.5% active; AID 652054; in the data active means max response below about -50%; inconclusive means no clear call, values can overlap the other calls; further: on the % scale 0 is the no-effect control and ±100 the full control effect; mostly tested at two doses, the higher about 12 µM
#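 Cells expressing the human receptor were seeded at 1500 cells/well, incubated overnight at 37 degrees C in 5% CO2, then exposed to library compounds with dopamine controls for 90 minutes at 37 degrees C before luminescent detection.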
# GLP1R cytotox – cytotoxicity in counter-screen for GLP-1R inverse agonists; HEK293 cAMP-luciferase reporter cells, luminescence, 24 h; AID 624418; Potency, µM (highest dose often 38.3 µM), without a hit: top-dose activity change, negative = inhibition, actives largely listed as inhibitors; 410,000 tested, 0.13% active;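 further: loss of luciferase light is scored as toxicity; potency means the concentration at half of the fitted maximal effect; on the % scale 0 is the no-effect control and ±100 the full control effect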
#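 A 23 nL compound transfer followed 12 hours of cell culture at 37 deg C; exposure then lasted 24 hr. Luciferase assay detection reagent was dispensed and plates read for luminescence after a 12 min room-temperature wait.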
# PLK1 PBD block – PLK1 (human) polo-box domain binding inhibition | AID 720504 | P53350 | Plk1 PBD binding of FITC phosphopeptide, fluorescence polarization | Potency, µM, for inactives: max response, negative = inhibition, usual class: inhibitors | 360,000 tested, 2.8% active; further: potency means the concentration at half of the fitted maximal effect; series mostly up to about 57 µM; on the % scale 0 is the no-effect control and ±100 the full control effect; nearly all actives have a fitted effect of over 65% in size
# Target sequence (P53350 whole entry, looked up, the tested form may be a part): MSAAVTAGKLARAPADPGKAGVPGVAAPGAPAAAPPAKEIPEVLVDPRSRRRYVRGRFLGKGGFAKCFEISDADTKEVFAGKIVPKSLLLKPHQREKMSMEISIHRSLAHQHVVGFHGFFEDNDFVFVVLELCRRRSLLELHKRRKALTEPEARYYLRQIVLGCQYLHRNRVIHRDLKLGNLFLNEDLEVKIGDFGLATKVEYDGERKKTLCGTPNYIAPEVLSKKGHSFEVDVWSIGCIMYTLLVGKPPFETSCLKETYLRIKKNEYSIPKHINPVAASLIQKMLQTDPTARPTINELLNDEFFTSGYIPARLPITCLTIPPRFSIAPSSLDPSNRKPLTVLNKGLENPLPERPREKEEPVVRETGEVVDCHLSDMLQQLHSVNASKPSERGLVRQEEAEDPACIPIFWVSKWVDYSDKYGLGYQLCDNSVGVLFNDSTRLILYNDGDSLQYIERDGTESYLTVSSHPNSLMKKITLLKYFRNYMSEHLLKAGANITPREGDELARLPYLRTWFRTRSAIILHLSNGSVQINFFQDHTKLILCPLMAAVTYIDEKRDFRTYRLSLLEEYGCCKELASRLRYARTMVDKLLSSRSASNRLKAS
# GLP1R inv ag – acts as inverse agonist at human GLP-1 receptor | P43220 | HEK293 GLP-1R CRE-luciferase, luminescence, 24 h; GLP-1R form is constitutively active | Potency, µM (series often up to 38.3 µM), inactives show at the top dose activity change, negative = inhibition, usual class: inhibitors | 410,000 tested, 1.6% active; further: potency means the concentration at half of the fitted maximal effect; on the % scale 0 is the no-effect control and ±100 the full control effect; nearly all actives have a fitted effect of over 55% in size
#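 Using stably transfected HEK293 (constitutively active GLP-1R, cAMP-luciferase reporter), compounds were incubated 24 hr and luciferase measured by luminescence.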
# IL2 activator – activators of IL-2 | IL-2 activation reporter assay, cell-based qHTS; stimulated with anti-CD3/CD4/CD28 beads; in transgenic mouse T cells | activation, % (series mostly up to about 46 µM) | 360,000 tested, 0.065% active | AID 652025; in the data active means activation above about 50%; inconclusive means mostly about 30% to 49%; further: 0% is about no effect
#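 Readout: EGFP and DsRed signals by fluorescent plate cytometry. Unstimulated transgenic mouse T cells received compound 60 min before antibody-bead stimulation, then incubated 18 h at 37 degrees C.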
# WRN helicase inh – WRN helicase (human) inhibition; Q14191; WRN helicase unwinding, fluorescent forked duplex, kinetic; Potency, µM (series often up to 114 µM), for the others: top-dose activity change, negative = inhibition, usual class: inhibitors; 360,000 tested, 0.46% active; AID 651768; further: potency means the concentration at half of the fitted maximal effect; on the % scale 0 is the no-effect control and ±100 the full control effect; nearly all actives have a fitted effect of over 55% in size
#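 Enzyme (20 nM final) and test compound sit together 15 min at room temperature before substrate addition. Substrate is a single-forked duplex oligonucleotide (100 nM) labelled with fluorophore and quencher, with 2 mM ATP; helicase unwinding raises red fluorescence, read kinetically.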
# Active calls of the source: *; u = inconclusive; x = not tested or not shown; & = joins results of further samples; [ ] = dose if it differs, or a comment. Unless noted, the call rests on the fitted dose curve; in most records, active means well fitted curve in the direction sought with a large enough effect; inconclusive means small, poorly fitted or top-dose-only effect, or another doubt; inactive means no such curve, though single readings can be large; an effect the other way counts as inactive or inconclusive.
SMILES	DRD3 agonist	IL2 activator	GLP-1R agonist	PLK1 PBD block	WRN helicase inh	PI5P4Ka inh	GLP1R cytotox	GLP1R inv ag	D3 antag
Cc1ccc(S(=O)(=O)N(C)c2ccc(C(=O)NCC(c3ccccc3)N3CCCC3)cc2)cc1 (configuration not stated)	-15	-1.6	14%	7%	-2%	0	1%	u	-64*
CCn1cc(C(=O)OCC(=O)Nc2cccc(C(C)=O)c2)c(=O)c2ccc(C)nc21	-11	x	0%	x	x	x	4%	15%	x
O=C(c1ccccc1Br)N1CCN(c2ccccc2)CC1	14	4.0	-7%	-5%	1%	x	-18%	-27%	27
CSc1ncccc1C(=O)Nc1ccc2nc(C)sc2c1	2	-2.4	16%	1%	0%	2	u	26%	-4
C=CCNC(=S)NNC(=O)c1ccc(Br)cc1	6	-0.7	-7%	-17%	3%	7	-7%	-1%	3
CCC(C)CCN1C(N(C)C)=NC[C@@H]1CC(C)C (some centres not stated)	-14	-0.4	-1%	-14%	0%	4	2%	-16%	0
O=C(Cn1cnc2ccccc2c1=O)N/N=C/c1ccc(Br)cc1	-17	1.2	10%	2%	-7%	0	3%	-1%	23
Cc1ccc(OCCC(=O)Nc2ccc(S(=O)(=O)Nc3cc(C)nc(C)n3)cc2)cc1	2	-3.2	-4%	-2%	-12%	0	16%	8%	9
O=C(NS(=O)(=O)c1ccc2ccc(S(=O)(=O)NCCSc3ccccc3)cc2c1)c1cccc2ccccc12	7	0.8	-6%	u	-30%	-8	0%	0%	10
CCOC(=O)c1cnc(C(F)(F)F)nc1Oc1ccccc1	7	-2.4	17%	-2%	-2%	4	2%	23%	19
CCCCCn1c(SCc2ccncc2)nc2cc(C(=O)NCc3ccco3)ccc2c1=O	0	-1.9	7%	-6%	-3%	x	-21%	-5%	-17
C#CC[N+](CC)(CC)CC#Cc1ccccc1	-8	-2.7	0%	-11%	-1%	-15	15%	-6%	6
COc1cccc(Nc2nc(-c3ccccc3O)nc3ccccc23)c1	-6	64*	0%	-7%	-5%	15	16%	3%	49
O=C(CSc1nnc(-c2ccncc2)n1Cc1ccco1)Nc1nc(-c2ccccc2)cs1	7	3.6	-3%	-1%	0%	-15	u	u	32
O=C1CCCC2=C1C(c1cccs1)n1nc(SCc3ccc(C(=O)O)cc3)nc1N2 (configuration not stated)	4	-1.5	23%	-2%	-5%	0	-2%	11%	3
CCCCOc1ccc(-n2nc(C)cc2C)nn1	-1	-0.4	1%	-14%	3%	-7	-5%	5%	1
COc1cc2c(=O)n(-c3ccc(C)cc3)c(=O)n(CC(=O)c3ccc4c(c3)OCO4)c2cc1OC	13	0.5	-24%	-1%	-4%	-4	-1%	u	0
c1ccc(CSc2nnc(-c3sccc3-n3cccc3)o2)cc1	8	-0.4	14%	-3%	-5%	2	-7%	u	1
CCCCCCCC(=O)Nc1ccc(C(=O)N/N=C/c2cccc([N+](=O)[O-])c2)cc1	1	1.3	-13%	-4%	-9%	-9	-12%	-26%	21
CC(Oc1ccccc1)c1nnc(SCC(=O)NC2CC2)n1C (configuration not stated)	5	1.2	2%	-3%	-3%	3	-4%	12%	1
COc1ncnc2c1ncn2CCCN(C)Cc1ccco1	-5	-1.8	4%	-12%	-29%	-7	-1%	-4%	-22
COCCn1c(C)cc(C(=O)COC(=O)CCN2C(=O)c3ccccc3C2=O)c1C	-8	-2.5	1%	-7%	-11%	-5	0%	26%	-12
CCCCn1c(SCC(=O)NCC2CCCO2)nc2ccc(N3CCOCC3)cc2c1=O (configuration not stated)	33*	-1.3	4%	-9%	1%	x	-9%	0%	24
CCC(=O)N(CCC(Cc1ccccc1)c1ccc2c(c1)OCO2)Cc1ccccc1F (configuration not stated)	-9	-1.0	-3%	3%	-22%	13	-24%	u	-9
O=C(c1csc2ccccc12)N1CCN(c2ccccn2)CC1	-12	0.5	2%	-12%	-7%	9	0%	13%	-19
Cn1c(O)c(N=NC(=S)Nc2ccccc2F)c2cc(S(=O)(=O)N3CCOCC3)ccc21	-13	-0.6	-2%	-6%	-6%	-5	u	u	-14
Cc1ccc(S(=O)(=O)NCc2nc3nc(C)cc(C)n3n2)c(C)c1	0&-4	-2.6	-2%	4%	2%	-1	-27%&0%	-13%&4%	1
COc1ccc(-c2nn(C)c(=O)c3ccccc23)cc1CNC(=O)C1CCCCC1	15	0.1	14%	0%	1%	-2	0%	-12%	14
CC(=O)c1c(C)[nH]c(C(=O)NC2CCCCC2)c1C	0	-2.9	2%	-5%	1%	1	6%	1%	-12
Cc1ccc(C)n1-c1nnc(N2CCC(C(=O)NCCCN3CC(C)CC(C)C3)CC2)s1 (configuration not stated)	-6	0.0	2%	-11%	-2%[57.1 µM]	13	-16%	25%	-10
COc1ccc(C)cc1NC(=O)C(=O)N/N=C(\C)CC(=O)Nc1cccnc1	-12	-0.6	-1%	-7%	9%	-2	-6%	10%	-8
O=C(c1cccs1)N1CCC(Cc2ccccc2)CC1	4	0.0	0%	-3%	-3%	6	-13%	u	u
CN1CCN(c2ccc(S(=O)(=O)N3CCCCC3)cc2NC(=O)COc2ccc(F)cc2)CC1	-2	3.5	1%	0%	-13%	4	-8%	7%	-1
CNS(=O)(=O)c1cccc(C(=O)OCC(=O)Nc2nc(OC)cc(OC)n2)c1	2	4.2	11%	5%	-7%	4	-15%	3%	-13
O=C(Nc1ccc2c(c1)CCC2)c1cccc(S(=O)(=O)N2CCN(c3ccccc3)CC2)c1	4	1.5	3%	0%	-2%	x	-4%	8%	4
C=CCn1c(-c2sc3nc(C)cc(C)c3c2N)n[nH]c1=S	-9	-0.3	10%	-22%	-15%	-3	26%	20%	-22
Cc1ccc(CNC(=O)COC(=O)c2ccc(Br)cc2)cc1	0	0.8	-35%[inhibitor]	-1%	0%	1	-6%	7%	-7
CCC(c1nnnn1-c1c(C)cccc1C)N1CCN(CCN2CCOCC2)CC1 (configuration not stated)	2	0.6	-1%	2%	-3%	1	3%	14%	6
COc1ccccc1NC(=O)CCNS(=O)(=O)c1ccc2c(c1)CCCC(=O)N2	-7	x	25%	x	x	x	-13%	-2%	x
CC12CCC(=O)N1C(C(=O)Nc1cc(S(=O)(=O)N3CCCCCC3)ccc1OCC(F)(F)F)CS2 (configuration not stated)	-10	2.9	15%	1%	4%	-7	-8%	-30%	-2
CCOC(=O)C1CCN(c2nc(-c3ccccc3)nc3c2oc2ccccc23)CC1	3	-0.1	7%	-1%	-12%	23	-15%	u	29
O=[N+]([O-])c1ccccc1NCc1c(O)ccc2ccccc12	0	-2.5	-7%	-26%	5%	-1	1%	-4%	2
C=CCSc1n[nH]c(-c2ccccc2)n1	3	1.9	1%	-5%	1%	3	-4%	34%[activator]	1
Cc1c(Cl)cccc1Nc1nc(N)nc(CSCCO)n1	5	-4.4	11%	-5%	-11%	1	-6%	-5%	0
Cc1ccc(C=Nc2ccccc2C#N)s1	2	0.6	-2%	0%	-5%	-11	-5%	1%	4
CN1Cc2c(N3CCOCC3)nc(SCCC#N)c(C#N)c2CC1(C)C	2	-0.8	19%	-10%	-5%	-1	-8%	60%[activator]	-9
CCCCc1nc(NCCN)c(C#N)c2c1CSC(C)(C)C2	-4	3.7	27%	-2%	-13%	-1	-17%	u	23
CSCCC1NC(=O)N(CC(=O)N2CCc3ccccc3C2)C1=O (configuration not stated)	0	-0.3	-8%	1%	4%	4	-4%	-7%	-18
COc1cc(CNCCc2ccc(S(N)(=O)=O)cc2)ccc1OCC(=O)NC(C)(C)C	-2	-1.9	6%	1%	7%	-3	5%	3%	2
Cc1ccccc1NC(=O)Cc1nc(COC(=O)c2nccnc2N)cs1	-5	1.0	1%	-8%	2%	-16	-10%	1%	-20

# Reprinted from the part before: 3 entries, then new ones.
SMILES	DRD3 agonist	IL2 activator	GLP-1R agonist	PLK1 PBD block	WRN helicase inh	PI5P4Ka inh	GLP1R cytotox	GLP1R inv ag	D3 antag
CSCCC1NC(=O)N(CC(=O)N2CCc3ccccc3C2)C1=O (configuration not stated)	0	-0.3	-8%	1%	4%	4	-4%	-7%	-18
COc1cc(CNCCc2ccc(S(N)(=O)=O)cc2)ccc1OCC(=O)NC(C)(C)C	-2	-1.9	6%	1%	7%	-3	5%	3%	2
Cc1ccccc1NC(=O)Cc1nc(COC(=O)c2nccnc2N)cs1	-5	1.0	1%	-8%	2%	-16	-10%	1%	-20
O=C(NCCO)c1ccc2[nH]c3ccccc3c2c1	-4	-1.4	-14%	-14%	u	2	18%	2%	-22
CC(C)C[C@@]12C(=O)N(c3cccc(Cl)c3)C(=O)N1[C@H](c1ccc(F)cc1)[C@@H]1C(=O)N(C3CCCCC3)C(=O)[C@@H]12	1	-0.3	-2%	3%	3%	1	11%	u	19
CSc1cccc(NC(=O)Nc2nc3c(C)cccc3s2)c1	3	0.9	-3%	-1%	3%	23	9%	12%	17
COc1ccc(-n2nc(C(C)=O)c(=O)[nH]c2=O)cc1	4	-0.5	0%	-5%	5%	-2	-9%	-22%	8
CCCNC(=O)c1cc(C2CCCCN2C(=O)c2ccccc2)on1 (configuration not stated)	-4	0.4	0%	-6%	-4%	-6	5%	12%	-14
COC(=O)[C@@]1(C(C)C)N=C(c2cc(OC)c(OC)c(OC)c2)[C@]2(O1)C(=O)Nc1ccccc12	6	-0.4	8%	1%	3%	1	-12%	2%	0
Cc1nnc(Oc2ccc([N+](=O)[O-])cc2)c2ccccc12	-4	-0.4	-4%	-3%	1%	0	3%	2%	3
CCOC(=O)C1CCCN(C(=O)c2cc(S(=O)(=O)N3CCCCC3)ccc2C)C1 (configuration not stated)	12	-1.5	6%	4%	6%	-2	0%	-16%	1
CC(C)(C)NC(=O)C(c1cccs1)N(C(=O)c1csnn1)c1ccccc1F (configuration not stated)	3	1.1	-4%	6%	0%	1	5%	6%	1
